# From PubChem
# MazF activator – activators of E. coli MazEF toxin-antitoxin RNase | activation, % at 20 µM | actives 0.32% (n = 350,000) | P0AE70 | FAM/BHQ RNA-DNA oligo cleavage fluorescence, 5 h | AID 504720; in the data active = activation above about 50%
# Target sequence (P0AE70 whole entry, looked up): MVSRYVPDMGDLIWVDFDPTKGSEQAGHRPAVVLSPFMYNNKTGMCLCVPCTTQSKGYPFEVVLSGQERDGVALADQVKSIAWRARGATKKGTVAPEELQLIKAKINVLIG
# PrPC surface inh – cell surface PrPC inhibition, primary TR-FRET screen. P04156. TR-FRET read-out. inhibition, % at 13.8 µM. actives 0.43% (n = 370,000); in the data active = inhibition above about 24%; also: 0% = median of the test wells and 100% = reference compound wells
# BoNT A protease – blocks Botulinum neurotoxin A light chain protease | multiplex microsphere protease substrate cleavage, flow cytometry | inhibition, % at 10 µM | actives 0.17% (n = 360,000) | AID 588499; also: plate controls were buffer without enzyme for full effect and enzyme alone for no effect
# Rv3671c protease – inhibitors of M. tuberculosis serine protease Rv3671c; inhibition, % at 5.96 µM; P9WHR9; actives 0.048% (n = 320,000); in the data active = inhibition above about 38%;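 also: extracellular domain of Rv3671c used as enzyme; 0% = enzyme with DMSO and 100% = no enzyme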
# Target sequence (P9WHR9 whole entry, looked up, the tested form may be a part): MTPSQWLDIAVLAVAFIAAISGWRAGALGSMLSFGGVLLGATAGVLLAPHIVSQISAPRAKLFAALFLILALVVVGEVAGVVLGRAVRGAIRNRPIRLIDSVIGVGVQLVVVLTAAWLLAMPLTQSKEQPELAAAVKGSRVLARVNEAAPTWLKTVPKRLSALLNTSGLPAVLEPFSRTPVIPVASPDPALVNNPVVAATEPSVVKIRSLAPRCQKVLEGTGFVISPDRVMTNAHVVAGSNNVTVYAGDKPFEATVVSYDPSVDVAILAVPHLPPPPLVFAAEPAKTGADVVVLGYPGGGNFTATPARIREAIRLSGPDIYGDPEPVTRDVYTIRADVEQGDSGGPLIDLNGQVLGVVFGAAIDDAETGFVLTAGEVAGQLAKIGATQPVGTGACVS
# PriA SSB inh – blocks PriA binding to SSB C-terminal tail | AlphaScreen SSBct-PriA binding, biotinylated peptide | actives 0.6% (n = 430,000) | inhibition, % at 33 µM | AID 1272365; in the data active = inhibition mostly above about 37%, no sharp cut-off; inactive = mostly below about 20%;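 also: plate controls were negative control peptide for no effect and reference peptide for full effect; strong numbers were not always called active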
# 3CLpro inhibitor – SARS-CoV 3CLpro protease inhibition | recombinant SARS-CoV 3CLpro, quenched FRET peptide cleavage | inhibition, % at 6 µM | P0C6X7 | actives 0.14% (n = 290,000); in the data active = inhibition above about 12%
# Anthrax LF prot – blocks Bacillus anthracis lethal factor protease; P15917; multiplex microsphere protease cleavage assay, LF; inhibition, % at 10 µM; actives 0.12% (n = 360,000); AID 588501; also: plate controls were buffer without enzyme for full effect and enzyme alone for no effect
# VHR inh abs – DUSP3 (human) phosphatase inhibition | recombinant VHR phosphatase, pNPP absorbance | inhibition, % at 13.3 µM | actives 0.52% (n = 290,000) | AID 1654; in the data active = inhibition above about 50%; also: some compounds called inactive have numbers as strong as hits
# Target sequence (P51452 whole entry, looked up): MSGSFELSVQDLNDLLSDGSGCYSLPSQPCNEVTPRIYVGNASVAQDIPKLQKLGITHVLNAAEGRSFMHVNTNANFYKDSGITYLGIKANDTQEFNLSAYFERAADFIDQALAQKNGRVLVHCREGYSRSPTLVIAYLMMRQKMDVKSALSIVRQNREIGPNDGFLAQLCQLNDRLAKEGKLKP
# BoNT-F LC inh – BoNT F light chain protease inhibition; Multiplex microsphere protease cleavage assay, flow cytometry; inhibition, % at 10 µM; actives 0.22% (n = 360,000); AID 588497; in the data active = inhibition above about 35%, passing the limit was not always enough; also: plate controls were buffer without enzyme for full effect and enzyme alone for no effect
# CCHFV vOTU inh – blocks the CCHF virus ovarian tumor domain protease. CCHFV vOTU protease, Pep-AMC fluorescence. inhibition, % at 11.5 µM. actives 0.55% (n = 370,000). AID 651958; in the data active = inhibition above about 30%; also: 0% = vehicle wells with enzyme and 100% = no enzyme wells
# * hit, by the source's call; i = inactive; / = no result given. Rule as the data show it, unless noted: active = inhibition above about 30%; inconclusive = no clear call, values can overlap the other calls; inactive = below that. Some of the compounds tested. The share of hits here may be higher or lower than overall.
SMILES,MazF activator,PrPC surface inh,BoNT A protease,Rv3671c protease,PriA SSB inh,3CLpro inhibitor,Anthrax LF prot,VHR inh abs,BoNT-F LC inh,CCHFV vOTU inh
COc1ccc(CN2CCCCC2C)cc1C (centres undefined),1,2,-0.2,12,2,1,1,32,6,4
O=C(Cc1ccc(Cl)cc1)c1c[nH]c(C(=O)NCc2cccnc2)c1,-6,4,-0.6,-5,-8,3,-3,20,-2,6
O=C1c2ccccc2C(Nc2ccc(Cl)cn2)N1c1ccccn1 (centres undefined),5,-1,0.5,-12,-12,-9,-9,14,0,4
COc1ccc(N2CCN(Cc3nc4c(c(=O)n(C)c(=O)n4C)n3Cc3ccccc3C)CC2)cc1,8,-8,-1.0,/,3,/,-5,/,-16,8
COc1cccc(C(=O)O/N=C(\N)c2ccc(C)cc2)c1,-2,0,-1.0,4,i,3,5,19,-21,14
COc1cccc(CNC(=O)c2ccncc2)c1,5,-1,-0.1,10,-11,0,-3,14,16,3
CCN(CC)c1ccc(N2C(=O)/C(=C/c3cccs3)SC2=S)cc1,4,-5,16,-11,-3,3,13,-4,-1,-13
CCc1ccc2c(c1)C1(C(=O)N2)N2CCCC2C(C(=O)c2ccc3ccccc3c2)C12C(=O)Nc1ccccc12 (centres undefined),6,-3,-0.8,-3,12,5,-2,13,-1,-4
CC1=C(C(=O)N2CCCC(N3CCN(c4ccccc4C)CC3)C2)OCCO1 (centres undefined),9,-1,0.3,-3,-3,-4,0,9,2,-2
CCOC(=O)c1c(C)n(C)c2ccc(OC(=O)c3ccc(N4C(=O)CCC4=O)cc3)cc12,-10,-4,0.7,-17,-3,2,3,8,-1,-9
Cc1ccc(S(=O)(=O)N[C@H](C(=O)NCC2CCC(C(=O)O)CC2)C(C)C)cc1 (some centres undefined),2,4,-0.4,/,-4,1,-7,-8,-7,1
O=C(COc1ccc(Br)cc1)N1CCN(C2CCCC2)CC1,0,-5,-0.6,4,-11,-5,-2,-10,-8,5
O=C1c2ccccc2OC2(C=Cc3ccccc3O2)N1Cc1ccccc1 (centres undefined),-5,1,-1.3,-2,-8,5,-5,15,4,-4
Cc1ccccc1-c1nnn(CC(=O)Nc2cccc(S(N)(=O)=O)c2)n1,3,1,0.5,1,-9,3,-6,7,0,13
Cc1nn(C(C)C(=O)NCCCc2ccccc2)c(=O)c2cc3occc3n12 (centres undefined),-4,-2,-0.7,5,-16,2,4,-10,10,-27
CC(C)(C)C(=O)Nc1ccccc1C(=O)OCC(=O)c1ccc2c(c1)OCCO2,3,1,0.2,-8,1,3,0,0,0,-13
C[C@@H](NC(=O)[C@@H]1Cc2ccccc2CN1)C(=O)NCC1CCCO1 (some centres undefined),-19,-1,-0.7,9,-30,-3,2,8,-1,7
CC(=O)Nc1ccc(-c2sc(Nc3ccccc3)n[n+]2C)cc1,4,8,0.3,-11,-8,1,-2,17,1,3
CCCCc1cc(=O)oc2cc(O)ccc12,6,-8,-0.3,-1,-12,0,-1,6,0,-316
O=C(c1ccc(N2CCN(C(=O)c3cccc(F)c3)CC2)cc1)c1cccc(F)c1,0,0,-0.5,1,-29,0,0,5,6,5
C=CCn1c(SCC(=O)c2c(N)n(CCC)c(=O)n(C)c2=O)nc2sc(CC)cc2c1=O,3,0,-0.2,4,-7,7,0,2,-6,11
O=[N+]([O-])c1cc(Br)c(Nc2ccccc2)c([N+](=O)[O-])c1,1,-40,-3.1,6,-5,-2,-1,16,-6,7
COC(=O)c1c(NC(=O)CC2SC(N)=NC2=O)sc2c1CCCC2 (centres undefined),3,0,-0.2,0,/,-1,-1,17,-6,-7
COc1ccc([N+](=O)[O-])cc1NC(=S)NC(NC(=O)Cc1ccc(OC)c(OC)c1)C(Cl)(Cl)Cl (centres undefined),-6,-7,0.5,-19,-9,2,-1,18,4,-13
CC(=O)Nc1ccc(S(=O)(=O)Nc2ccc3[nH]c(=O)[nH]c3c2)cc1,-16,0,-4.0,10,11,7,0,17,-5,14
S=C1N(c2ccccc2)C(c2cccc3ccccc23)N2CCCN12 (centres undefined),3,4,-0.2,-3,-4,10,-3,-21,-24,3
Cc1cccc(-c2nnc(SCC#N)n2C)c1,2,6,0.0,-1,-3,1,0,23,-3,2
CCOC(=O)NC(=O)CSc1nc2ccccc2[nH]1,6,1,-0.9,-2,-18,-1,-3,25,-6,5
C=CCC1(CC=C)CCCN1C(=O)C1CCC(=O)N(CCc2ccc(Cl)cc2)C1 (centres undefined),-5,8,-4.1,1,-2,-2,0,2,-4,18
O=C(C1COc2ccccc2O1)N1CCN(c2ccc(F)cc2)CC1 (centres undefined),6,-2,0.2,3,-13,-2,-2,14,1,2
COc1cccc(/C=N/NC(=O)c2[nH]c(C)c(C(=O)N/N=C/c3cccc(OC)c3)c2C)c1,-6,-1,-0.3,-8,/,-1,-2,4,1,17
COCCNC(=S)N/N=C/c1ccc([N+](=O)[O-])cc1,6,-35,-1.0,4,/,-2,-9,5,-9,7
COCCCNC(=S)Nc1ccc(OC(F)F)cc1C,7,-3,-1.5,2,0,3,-4,13,-8,-4
COC(=O)c1ccc(COC(=O)c2ccc(CO)cc2)o1,2,10,-2.0,-2,-1,3,0,-4,-6,-10
Cc1cccc(C)c1NC(=O)COC(=O)C1Cc2ccccc2CN1C(=O)c1ccccc1 (centres undefined),-2,6,1.6,-4,16,0,1,-4,12,3
Cc1cccn2c(=O)c3cc(C(=O)NCc4cccnc4)c(=N)n(C(C)C)c3nc12,5,-31,/,6,4,2,/,13,/,-317
CC(=O)Nc1ccc(S(=O)(=O)NNC(=O)c2sc(=S)n(C)c2C)cc1,-5,2,-3.0,-6,-13,1,-6,23,-21,-12
CC(C(=O)NC1C=CS(=O)(=O)C1)N1C(=O)/C(=C/c2cccc(Cl)c2)SC1=S (centres undefined),5,-1,0.7,-20,11,-1,1,23,7,14
O=C(O)CCCn1cc(NC(=O)COc2cc(F)ccc2[N+](=O)[O-])cn1,-9,-5,-1.0,-12,-10,0,-5,14,-4,4
O=C(CSc1nnc(-c2ccco2)o1)c1ccc([N+](=O)[O-])cc1,-17,-25,/,3,2,7,/,8,/,-10
COC(=O)Cn1c(CN2CCN(C(=O)c3ccco3)CC2)nc2c1c(=O)n(C)c(=O)n2C,-10,3,4.0,-8,-6,-3,0,6,8,9
CCOc1ccc(CNC(=O)c2ccc3nc(N4CCOCC4)sc3c2)cc1,1,8,-0.3,-2,-13,-3,-1,10,-2,-7
Cc1cc(C)nc(SCC(=O)Nc2ccc(S(=O)(=O)Nc3onc(C)c3C)cc2)n1,8,-3,0.6,7,-10,0,1,17,0,-4
Cn1c(O)c(/C=C2\C=NN=C2c2ccccc2)sc1=S,3,-8,0.2,-5,/,5,3,19,-6,-8
COC(=O)[C@]1(C)N[C@H](c2ccc(SC3CCCCC3)cc2)[C@@H]2C(=O)N(C)C(=O)[C@@H]21,4,10,0.0,1,-14,/,3,/,-1,-2
COc1ccc(NC(=S)NCc2cccn2C)cc1,12,-2,0.2,-2,-14,1,-11,5,-12,-3
CN(C)c1nnnn1Cc1ccc(Cl)cc1Cl,1,-1,0.4,11,-9,-3,-1,1,6,-2
Cc1nnc(NC(=O)c2nc(S(=O)(=O)Cc3ccccc3C)ncc2Cl)s1,2,-7,-1.7,-7,6,-3,-1,-37,-13,5
CCn1c(-c2nn(C)cc2Cl)n[nH]c1=S,2,-2,0.1,-8,-15,-3,-1,4,-1,-6
Cc1nc(/C(N)=N/OC(=O)c2ccc(Cl)cc2)c(C(F)(F)F)o1,2,5,-0.4,15,/,3,4,3,-5,-7
O=c1nc(N/N=C/c2ccco2)cn[nH]1,0,-3,-0.3,-6,/,-2,-1,22,0,-6
Cc1ccc(N(CC(=O)NCc2ccccc2)C(=O)CCC(=O)Nc2ccccn2)cc1C,2,2,-1.3,2,-15,-1,0,36,-4,7
COc1ccc(N2C(=O)CC(N3CCN(S(=O)(=O)c4c(C)cc(C)cc4C)CC3)C2=O)cc1 (centres undefined),-7,5,-0.5,1,0,/,-4,/,-2,4
COC(=O)Cn1c(CCS(=O)(=O)c2ccc(C)c(C)c2)nc2ccccc21,1,8,0.7,12,-7,-1,-1,-11,-2,0
CCCCN(Cc1ccccc1)C(=O)CCN1C(=O)C2C3C=CC(C3)C2C1=O (centres undefined),-4,-2,-0.2,9,0,2,0,6,-3,14
COC(=O)c1cccnc1-n1c(=O)c2cccnc2n(Cc2ccc([N+](=O)[O-])cc2)c1=O,3,-14,-0.9,5,-3,-1,-4,13,-13,2
O=C(COC(=O)c1n[nH]c2ccccc12)Nc1ccc(S(=O)(=O)N2CCCC2)cc1,5,-1,-0.3,-54,-19,-3,-1,16,-8,-2
C[C@@H]1C=C[C@](Cc2ccccc2)(C(=O)O)N1C(=O)c1ccccc1,-8,3,-0.1,0,-9,/,-6,/,-8,-5
CC1CCN(S(=O)(=O)c2ccc3c(c2)N(CC(=O)NCCCN2C(C)CCCC2C)C(=O)CO3)CC1 (centres undefined),15,2,1.7,-7,2,0,-2,69,2,24
COc1cc2ccccc2cc1C(=O)N1CCN(c2ccccn2)CC1,-3,5,-3.1,3,0,-7,0,-3,-4,-9

# (list continues)
SMILES,MazF activator,PrPC surface inh,BoNT A protease,Rv3671c protease,PriA SSB inh,3CLpro inhibitor,Anthrax LF prot,VHR inh abs,BoNT-F LC inh,CCHFV vOTU inh
O=C(NCCSCc1ccccc1)c1ccc(Cl)c(S(=O)(=O)N2CCOCC2)c1,-6,18,0.6,1,-11,-1,3,4,0,12
NS(=O)(=O)c1ccc(N/N=C2/CCCCC2C2CCCCC2)c([N+](=O)[O-])c1 (centres undefined),6,3,-1.6,2,/,3,-2,0,-7,28
OC(CN1CCCCC1)Cn1c(C(F)(F)F)nc2ccccc21 (centres undefined),6,3,1.1,-5,-7,-1,-4,-15,3,18
Cc1cc(C(=O)Nc2ccc([N+](=O)[O-])cn2)cs1,8,-24,-0.4,-1,9,-3,-19,25,-6,9
Cc1cccc(C(O)c2ncc(-c3ccc(F)cc3)[nH]2)c1C (centres undefined),/,3,-0.1,/,/,/,-9,/,0,-3
COc1ccc(C(=O)OCc2c(-c3cccc(OC)c3)ncc3ccccc23)cc1,-17,-3,-0.2,-5,-10,/,-2,/,-6,-4
COc1cc(CNc2ccc3[nH]c(=O)[nH]c3c2)cc(Br)c1OCc1ccccc1F,7,-5,1.0,/,-5,1,7,-14,2,25
Cc1ccc(CNC(=O)CCCNC(=O)c2ccc(Cl)cc2)n1C,1,0,0.4,-1,-3,-3,-1,3,-2,-10

# Another view of part of the listing above:
# Fields – MazF activator, PrPC surface inh, BoNT A protease, Rv3671c protease, PriA SSB inh, 3CLpro inhibitor, Anthrax LF prot, VHR inh abs, BoNT-F LC inh, CCHFV vOTU inh
> O=C(COC(=O)c1n[nH]c2ccccc12)Nc1ccc(S(=O)(=O)N2CCCC2)cc1
→ 5, -1, -0.3, -54, -19, -3, -1, 16, -8, -2
> C[C@@H]1C=C[C@](Cc2ccccc2)(C(=O)O)N1C(=O)c1ccccc1
→ -8, 3, -0.1, 0, -9, /, -6, /, -8, -5
> CC1CCN(S(=O)(=O)c2ccc3c(c2)N(CC(=O)NCCCN2C(C)CCCC2C)C(=O)CO3)CC1 (centres undefined)
→ 15, 2, 1.7, -7, 2, 0, -2, 69, 2, 24
> COc1cc2ccccc2cc1C(=O)N1CCN(c2ccccn2)CC1
→ -3, 5, -3.1, 3, 0, -7, 0, -3, -4, -9
> O=C(NCCSCc1ccccc1)c1ccc(Cl)c(S(=O)(=O)N2CCOCC2)c1
→ -6, 18, 0.6, 1, -11, -1, 3, 4, 0, 12
> NS(=O)(=O)c1ccc(N/N=C2/CCCCC2C2CCCCC2)c([N+](=O)[O-])c1 (centres undefined)
→ 6, 3, -1.6, 2, /, 3, -2, 0, -7, 28
> OC(CN1CCCCC1)Cn1c(C(F)(F)F)nc2ccccc21 (centres undefined)
→ 6, 3, 1.1, -5, -7, -1, -4, -15, 3, 18
> Cc1cc(C(=O)Nc2ccc([N+](=O)[O-])cn2)cs1
→ 8, -24, -0.4, -1, 9, -3, -19, 25, -6, 9
> Cc1cccc(C(O)c2ncc(-c3ccc(F)cc3)[nH]2)c1C (centres undefined)
→ /, 3, -0.1, /, /, /, -9, /, 0, -3
